Screening results deposited in PubChem by Southern Research Specialized Biocontainment Screening Center.
PhoP GFP inhibition = PhoP regulon inhibitors, Salmonella typhi PhoP promoter GFP reporter, confirmatory (AID 1850); Salmonella Typhi PhoP-promoter GFP reporter, fluorescence, 4 h; higher % means a stronger effect; inhibition, % at 50 µM; hits with a dose series show IC50 in µM; actives 0.33% (n = 310,000); in the data active = a potency from the dose series; inconclusive = inhibition mostly from about 25% at the one dose, without a potency; inactive = the rest, 99 in 100 with inhibition below about 19%;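 note: 0% = induced wells with vehicle and 100% = uninduced wells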
H37Rv inhibition = M. tuberculosis growth inhibition, HTS (AID 449762). inhibition, % at 25 µM; hits with a dose series show IC50 in µM. M. tuberculosis H37Rv growth inhibition, 7H9 media; higher % means a stronger effect. actives 0.59% (n = 330,000); in the data active = a potency from the dose series; inconclusive = inhibition above about 70% without an active follow-up result;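 note: bacterial growth assessed after seven days of incubation; strong numbers were not always called active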
M. tuberculosis = growth inhibition of non-replicating M. tuberculosis (AID 488890) | Mycobacterium tuberculosis non-replicating, growth inhibition; higher % means a stronger effect | inhibition, % at 25 µM; hits with a dose series show IC50 in µM | actives 0.39% (n = 320,000); in the data active = a potency from the dose series; inconclusive = inhibition mostly from about 82% at the one dose, without a potency; inactive = the rest, 99 in 100 with inhibition below about 76%;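 note: plate controls were DMSO cells for no effect and high antibiotic wells for full effect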
VEEV TC-83 Vero = inhibitors of VEEV TC-83 cytopathic effect, confirmation, Vero cells (AID 588727). Vero cells, VEEV TC-83 cytopathic effect inhibition; higher % means a stronger effect. inhibition, % at 20 µM, or IC50 in µM where a hit was titrated. actives 0.13% (n = 350,000); in the data active = a potency from the dose series; inconclusive = inhibition mostly from about 14% at the one dose, without a potency; inactive = the rest, 99 in 100 with inhibition below about 12%; note: strong numbers were not always called active
H1N1 NS1A inhibition = H1N1 influenza NS1A inhibitors, functional cell based assay (AID 504329). one-dose inhibition, % at 12.5 µM; IC50 in µM for titrated hits. NS1A functional cell-based assay, percent inhibition; higher % means a stronger effect. actives 0.3% (n = 340,000); in the data active = a potency from the dose series; inconclusive = inhibition above about 27% without an active follow-up result; note: strong numbers were not always called active
VEEV TC-83 Vero 10K pilot screen = further read-out of VEEV TC-83 Vero, marked with its call; inhibition, %; measured here: 10K pilot screen inhibition
* hit, by the source's call; i = inactive; ? = inconclusive; . = not tested or not shown.

SMILES	PhoP GFP inhibition	H37Rv inhibition	M. tuberculosis	VEEV TC-83 Vero	H1N1 NS1A inhibition	others
Cc1cc(Cl)nc(Cl)c1C(=O)NCc1ccc(Cl)cc1	-2%	8%	10%	0.1%	18%
NC1=NC(=O)/C(=C\C=C\c2ccccc2)S1	-15%	-6%	-16%	0.9%	-2%
CCC1(CC)NC(=O)N(CC(=O)OC(C)C(=O)Nc2ccc(Cl)cn2)C1=O (centres undefined)	3%	4%	-10%	0.8%	-4%
Cc1ccc(S(=O)c2ccc(NC(=O)C3CC3)cc2C#N)cc1 (centres undefined)	-6%	3%	-2%	i	4%
O=C1N(Cc2ccccc2)c2ccc(Cl)cc2C12OCCO2	7%	-9%	-10%	i	-14%
O=S(=O)(c1cccc2nsnc12)N1CCN(c2ccc(F)cc2)CC1	-1%	1%	8%	0.5%	3%
Cc1cc(N/C=C(\C#N)S(=O)(=O)c2ccc(Cl)cc2)nc(C)n1	-6%	10%	-2%	1.7%	-6%
CCCCCOC(=O)c1[nH]c2c(c1C)C(=O)C(C(=O)OC)C(C)C2 (centres undefined)	8%	-4%	25%	2.8%	-5%
O=C(NC1CCCC1)C(c1ccccn1)N(C(=O)c1csnn1)c1ccccc1Br (centres undefined)	5%	1%	0%	0.6%	-11%
CC(=O)Cc1nsc(NC(=O)c2ccccc2)n1	-1%	-8%	-1%	1.2%	7%
CCN1CCN(Cc2oc(CO)cc(=O)c2O)CC1	-9%	-7%	-1%	i	-1%
COc1ccc(NC(=O)NNC(=O)COc2ccc3cc(Br)ccc3c2)cc1	-1%	-4%	9%	1.6%	-8%
Cc1cc(C)nc(NNC(=O)c2ccccc2O)n1	6%	2%	-4%	0.4%	3%
CC1CCCN(c2nc3ccccc3nc2C(C#N)S(=O)(=O)c2cccs2)C1 (centres undefined)	-14%	-10%	56%	i	0%
Cn1cc(C(=O)c2ccc(Cl)cc2Cl)cc1C(=O)NN	-2%	0%	9%	0.9%	-5%
CC1(C)N(OCc2ccccc2)C(=O)C(=O)N(OCc2ccccc2)C1(C)C	-11%	-9%	1%	2.4%	4%
O=C(NNC(=O)c1cccc2ccccc12)c1ccc(F)cc1	.	.	.	0.7%	5%
COc1ccc(-c2cc(C)nc(SCC(=O)c3cccc([N+](=O)[O-])c3)n2)cc1	2%	-1%	-5%	1.5%	-8%
O=C(Nc1cccc2ccccc12)c1nn(C23CC4CC(CC(C4)C2)C3)cc1Br	12%	-3%	12%	i	3%
COc1ccc(/C(C)=N/NC(=O)CNC(=O)/C=C/c2ccccc2OC)cc1	5%	6%	14%	2.7%	-3%
Cc1ccc(S(=O)(=O)N2CCN(C)CC2)cc1-c1nnc2c3ccccc3c(C)nn12	2%	4%	6%	4.4%	5%
COc1ccc(NC(=O)c2cccnc2Cl)c(S(=O)(=O)N2CCOCC2)c1	-4%	-1%	3%	i	-12%
C=CCNC(=O)c1ccc(OC2CCN(S(=O)(=O)N(C)C)CC2)cc1	-16%	2%	15%	4.1%	-4%
Cc1cc(C(=O)NNC(=S)NCc2ccccc2)no1	.	.	.	1.1%	-8%
Cc1ccc2nc(-c3ccccn3)cc(C(=O)NCCc3ccc(F)cc3)c2c1	-16%	-5%	13%	10%	-7%
COc1ccc(-c2nnc3ccc(SCC(=O)N4CCN(c5ccccc5)CC4)nn23)cc1	.	.	.	1.9%	9%
CN(C(=O)c1cccc(NC(=O)Cc2cccc(NC(=O)C3CCN(C(=O)C4CCCC4)CC3)c2)c1)C1CCC1	.	.	.	0.8%	-4%
Cc1ccc(NC(=O)C2CCN(C(=O)c3ccc(F)cc3)CC2)nc1	3%	-7%	-28%	0.4%	-15%
Cc1nnc(SCC(=O)c2c[nH]c3ccccc23)n1C1CC1	.	-12%	5%	i	-4%
COC(=O)C1=CO[C@@H](OC2OC(CO)C(O)C(O)C2O)[C@@H]2C(CO)=CC[C@H]12 (some centres undefined)	-13%	-14%	-10%	0.1%	-4%
O=C(CC1Oc2ccc(Cl)cc2NC1=O)NC1CCCCCC1 (centres undefined)	6%	-5%	24%	0.6%	-5%
COc1ccccc1CCN1CCCC(CN(C)C(=O)CCC(=O)N(C)C)C1 (centres undefined)	0%	-1%	-4%	1.0%	-4%
O=c1[nH]c2ccc(NCc3ccccc3OCc3ccc(Cl)cc3)cc2[nH]1	-2%	5%	42%	0.2%	16%
Cc1nnc(NC(=O)CCn2cnc3ccccc3c2=O)s1	-11%	7%	-21%	0.3%	-4%
COc1ccc(/C=N/OC(=O)c2ccc(Cl)cc2)c(Cl)c1OC	5%	-5%	31%	1.0%	.
COc1ccc(N2C(=O)CCC(C(=O)NCc3cccnc3)C2c2ccc(OC)c(OC)c2)cc1 (centres undefined)	0%	-5%	-12%	2.3%	5%
O=C(OCC(=O)N1CCOCC1)c1ccc(Cl)cc1[N+](=O)[O-]	-1%	-2%	-7%	i	7%
Cc1nnc(SCCOc2ccccc2)s1	4%	-1%	51%	i	7%
Cc1cc(C)c(S(=O)(=O)c2ccc(F)cc2C)c(=O)[nH]1	-10%	6%	11%	0.8%	-2%
CCCc1nnc(SCc2ccc(OCC)cc2)n1N	-7%	-11%	25%	1.1%	-2%
COc1ccc(C)cc1-n1nnnc1SCC(=O)NC1CCCC1	.	.	.	3.3%	6%
COc1ccccc1CNC(=O)COC(=O)/C=C/c1ccc2ccccc2n1	.	?	?	2.3%	-21%
CC1CCC(NC(=O)C2CCN(c3nc4ccccc4s3)CC2)CC1 (centres undefined)	-11%	-4%	21%	3.4%	-6%
CC1=CC(C/C(C)=C/COc2ccc3ccc(=O)oc3c2)OC1=O (centres undefined)	-6%	-3%	-1%	3.6%	-4%
Cc1ccc(C(=O)Nc2cnc3ccccn3c2=O)cc1	-5%	1%	-16%	4.8%	5%
COc1cc(/C=C/C(=O)O)cc(S(=O)(=O)Nc2ccc(S(=O)(=O)N3CCCCC3)cc2)c1OC	.	.	.	1.1%	1%
Cc1ccc(-c2cc(C(=O)N3CCN(c4ccc(O)cc4)CC3)c3ccccc3n2)cc1	.	12%	37%	8.6%	17%
CCOc1ccc(CCNC(=O)Cn2c(=O)oc3ccccc32)cc1OCC	0%	7%	4%	3.2%	3%
COc1ccccc1OC[C@H](O)CO	6%	9%	-5%	0.4%	0%
CC(C)c1ccc(NC(=O)c2cc(S(=O)(=O)NCC3COc4ccccc4O3)ccc2F)cc1 (centres undefined)	-9%	10%	26%	3.9%	-8%

A run of entries taken from the entries so far, as a working copy:
SMILES	PhoP GFP inhibition	H37Rv inhibition	M. tuberculosis	VEEV TC-83 Vero	H1N1 NS1A inhibition	others
CCOc1ccc(CCNC(=O)Cn2c(=O)oc3ccccc32)cc1OCC	0%	7%	4%	3.2%	3%
COc1ccccc1OC[C@H](O)CO	6%	9%	-5%	0.4%	0%
CC(C)c1ccc(NC(=O)c2cc(S(=O)(=O)NCC3COc4ccccc4O3)ccc2F)cc1 (centres undefined)	-9%	10%	26%	3.9%	-8%

Other records follow.
SMILES	PhoP GFP inhibition	H37Rv inhibition	M. tuberculosis	VEEV TC-83 Vero	H1N1 NS1A inhibition	others
Cc1ccc(Cc2nnc(SCC(=O)Nc3ccccc3)n(N)c2=O)cc1	7%	0%	0%	2.3%	-5%
OCCN(Cc1ccccc1)Cc1ccccc1O	4%	2%	-6%	0.4%	-3%
c1ccc(C(c2nnnn2C2CCCCC2)N2CCc3ccccc3C2)nc1 (centres undefined)	1%	3%	43%	0.4%	-2%
CCC12C=CCN3CCC4(c5cc(Br)c(OC)cc5N(C)C4C(O)(C(=O)OC)C1OC(C)=O)C32 (centres undefined)	3%	-2%	12%	2.2%	13%
Fc1ccccc1-c1nc2nc3ccccc3nc2n1CC1CCCO1 (centres undefined)	1%	-3%	-5%	11%	-14%
CSc1ccccc1C(=O)NCCSc1ccccc1	-2%	-2%	6%	0.2%	30%
COc1cccc(NC2CC(=O)N(CCc3ccccc3)C2=O)c1 (centres undefined)	0%	1%	11%	8.6%	4%
O=C(c1sccc1-n1cccc1)N1CCCC1	-7%	-3%	7%	1.2%	3%	VEEV TC-83 Vero 10K pilot screen=0.4
CC1=CC(C)C(CN(CCC[N+](C)(C)C)C(=O)Nc2ccccc2)C(C)C1 (centres undefined)	11%	-18%	11%	0.0%	-19%
NC(Cc1ccccc1)c1nc2ccccc2[nH]1 (centres undefined)	0%	7%	14%	0.6%	-10%

Structural class: the compounds so far containing two or more sulfur atoms
SMILES	PhoP GFP inhibition	H37Rv inhibition	M. tuberculosis	VEEV TC-83 Vero	H1N1 NS1A inhibition	others
O=S(=O)(c1cccc2nsnc12)N1CCN(c2ccc(F)cc2)CC1	-1%	1%	8%	0.5%	3%
CC1CCCN(c2nc3ccccc3nc2C(C#N)S(=O)(=O)c2cccs2)C1 (centres undefined)	-14%	-10%	56%	i	0%
Cc1nnc(SCCOc2ccccc2)s1	4%	-1%	51%	i	7%
COc1cc(/C=C/C(=O)O)cc(S(=O)(=O)Nc2ccc(S(=O)(=O)N3CCCCC3)cc2)c1OC	.	.	.	1.1%	1%
CSc1ccccc1C(=O)NCCSc1ccccc1	-2%	-2%	6%	0.2%	30%

(listing goes on)
SMILES	PhoP GFP inhibition	H37Rv inhibition	M. tuberculosis	VEEV TC-83 Vero	H1N1 NS1A inhibition	others
Cc1cccc(-n2c(CCn3nc(C)c([N+](=O)[O-])c3C)n[nH]c2=S)c1	-1%	4%	2%	3.1%	3%
O=C(Nc1cccc(F)c1)C1CCN(C(=O)N2CCOc3ccccc32)CC1	-4%	2%	11%	9.7%	-3%
O=C(CSc1nc2[nH]ncc2c(=O)[nH]1)N1CCCCC1	-1%	-7%	-19%	0.2%	-8%
CCNC(=O)COc1ccc2ccccc2c1	-6%	.	0%	2.1%	-8%
CC(=O)Oc1ccc(N(C(C)=O)S(=O)(=O)c2ccc3ccccc3c2)cc1Br	-3%	8%	11%	1.9%	-2%
Cc1ccc(SCC(=O)OCC(=O)N(CC(C)C)c2c(N)n(Cc3ccccc3)c(=O)[nH]c2=O)cc1C	-20%	57%	10%	1.6%	-6%
C/C(=N\NC(=O)CSc1nnc(C)s1)c1ccc(Cl)cc1	-1%	1%	14%	i	-11%
O=C(Nc1ccc2c(c1)COC2=O)c1ccc(Cl)c(Cl)c1	-12%	-9%	-1%	3.1%	3%
COCCn1c(SCC(=O)N2CCc3ccccc3C2)nc2ccccc2c1=O	-4%	-2%	23%	9.9%	0%
S=c1nc(-c2cccc(Br)c2)[nH][nH]1	0%	-1%	10%	4.8%	0%
O=C(CCc1nnc2ccc(NCc3ccc(F)cc3)nn12)N1CCC2(CC1)OCCO2	-10%	4%	18%	1.4%	5%
CCN(CC)S(=O)(=O)c1cccc(C(=O)OC2CC(C)OC2=O)c1 (centres undefined)	7%	-9%	-12%	i	14%
CCOC(=O)c1c(NC(=O)CSc2ncn[nH]2)sc(C(=O)NC)c1C	-2%	4%	11%	2.2%	-1%
CCOc1ccccc1N1C(=O)CC(Nc2ccc(N3CCOCC3)cc2)C1=O (centres undefined)	1%	1%	15%	i	7%
CCOc1cc(/C=N/NC(N)=O)cc(Br)c1OCC(=O)Nc1cccc2ccccc12	-11%	3%	14%	?	6%
O=C(NCCc1c[nH]c2ccccc12)c1ccco1	6%	0%	7%	i	8%	VEEV TC-83 Vero 10K pilot screen=0.7
Cc1cccc(NC(=O)c2ccc(-n3cncn3)c([N+](=O)[O-])c2)c1	2%	-1%	-7%	11%	-1%
CN(c1cccc(NC(=O)Nc2cccc(Cl)c2)c1)S(C)(=O)=O	-7%	-1%	15%	8.7%	0%
O=C(COc1coc(CN2CCN(c3ccccc3)CC2)cc1=O)Nc1cccc(F)c1	-2%	11%	-6%	0.8%	-12%
C=C1c2c(Cl)ccc(O)c2C(O)=C2C(=O)[C@]3(O)C(O)=C(C(N)=O)C(=O)[C@@H](N(C)C)[C@@H]3[C@@H](O)C12 (some centres undefined)	0.8µM*	1.1µM*	73%	1.4%	6%
O=C(Nc1ccc(-c2noc(CCc3ccccc3)n2)cc1)c1cccnc1	5%	90%	69%	7.3%	1%
O=C(CCCCn1c(=O)c2ccccc2n(Cc2ccc(F)cc2)c1=O)NCc1ccco1	-13%	4%	-3%	6.9%	-4%
Clc1ccc(OCCn2c(-c3ccco3)nc3ccccc32)cc1	9%	68%	32%	i	6%
O=C(COc1ccc(Cl)cc1[N+](=O)[O-])NC1CCCCC1	-3%	7%	20%	1.3%	10%
COc1ccc(C2Nc3ccccc3C(=O)N2NS(C)(=O)=O)c(OC)c1 (centres undefined)	-5%	-1%	-8%	1.5%	-1%
Cn1c(O)c(C=Nc2ccccc2)c(=O)n(C)c1=O	1%	4%	-13%	0.1%	0%
O=C(CSc1ncccn1)NCc1cccs1	0%	9%	10%	1.8%	-4%
